TrxR1 inh: inhibitors of rat thioredoxin reductase 1; O89049; recombinant rTrxR1, NADPH fluorescence consumption, selenite substrate; AID 588453; hit rate 1% among 390,000; Potency, µM (titrated, usually from 114 µM), for inactives: top-dose activity change, negative = inhibition, usual class: inhibitors; note: potency is the fitted concentration of half-maximal effect; % is set by controls: 0 for no effect and ±100 for the full control effect; nearly all actives have a fitted effect of over 65% in size
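Rat TrxR1 (90 nM in the dispensed reagent) was pre-reduced with 400 uM NADPH for 5 min at room temperature, then incubated with compound for 15 min. After 400 uM selenite was added, NADPH fluorescence (Ex 340/Em 450 nm) was followed for 8 min.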
mIDH1 inhibitor: inhibitors of human mutant IDH1 R132H; IDH1-R132H enzyme, NADPH consumption, diaphorase/resazurin fluorescence; Potency, µM (titrated, usually from 76.6 µM), inactives show at the top dose activity change, negative = inhibition, actives largely listed as inhibitors; hit rate 0.093% among 390,000; AID 602179; note: potency is the fitted concentration of half-maximal effect; % is set by controls: 0 for no effect and ±100 for the full control effect; nearly all actives have a fitted effect of over 65% in size
Target sequence (O75874 whole entry R132H, stated change not applied): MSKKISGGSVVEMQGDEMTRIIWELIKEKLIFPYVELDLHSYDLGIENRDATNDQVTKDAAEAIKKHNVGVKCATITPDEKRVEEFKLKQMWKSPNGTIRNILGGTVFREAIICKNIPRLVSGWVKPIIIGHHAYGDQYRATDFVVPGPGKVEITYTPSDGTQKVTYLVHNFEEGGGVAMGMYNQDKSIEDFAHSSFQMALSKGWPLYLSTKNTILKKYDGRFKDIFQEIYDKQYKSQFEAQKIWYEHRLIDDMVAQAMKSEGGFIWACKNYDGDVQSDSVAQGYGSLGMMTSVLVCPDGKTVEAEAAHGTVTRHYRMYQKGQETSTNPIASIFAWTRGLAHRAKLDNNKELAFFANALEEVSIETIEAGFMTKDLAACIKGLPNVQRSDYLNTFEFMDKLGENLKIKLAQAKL
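IDH1-R132H (0.5 ug/mL) preincubated 30 min with compound, then NADPH (0.016 mM) and alpha-KG (2 mM) added; 80 min at RT, pH 7.5. Remaining NADPH coupled via diaphorase/resazurin to fluorescence (540/590 nm); concentration-response curves normalized to no-enzyme control.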
TrxR1 substrate: rat thioredoxin reductase 1 substrate activity | O89049 | purified TrxR1 substrate turnover, NADPH consumption readout | Potency, µM (highest dose often 114 µM), for inactives: at the highest dose activity change, negative = substrate turnover | hit rate 0.01% among 390,000; note: potency is the fitted concentration of half-maximal effect; % is set by controls: 0 for no effect and ±100 for the full control effect; nearly all actives have a fitted effect of over 50% in size
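Rat TrxR1, dispensed at 90 nM, was prereduced with 400 uM NADPH (final) for 5 min at ~22 deg C, then incubated with compound 15 min before 400 uM selenite. A first-read NADPH fluorescence drop versus no-compound background flagged substrates.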
D2 antag: antagonists of human D2 dopamine receptor | P14416 | HEK293 TREx D2 cells, calcium flux, dopamine EC80 | inhibition, % at 10 µM | hit rate 2% among 340,000; in the data active = inhibition above about 30%; note: 0% is about no effect
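Inhibition of EC80 dopamine-driven calcium flux, recorded kinetically, defines activity here; cells are a tetracycline-induced HEK293 T-REx line expressing force-coupled D2.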
TRHR enhancer: TRH receptor (human) allosteric enhancement; enhancement, % at 2 µM; hit rate 0.66% among 360,000; TRHR cells, fluo-8 calcium fluorescence, EC20 TRH enhancement; in the data active = enhancement above about 30%; note: 0% is about no effect
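TRHR-expressing cells loaded with fluo-8 calcium dye were read kinetically (ex 480/em 530) during compound addition, then stimulated with an EC20 of TRH (10 nM final). Enhancement of the Gq-mediated intracellular calcium response was scored.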
USP1-UAF1 inh: USP1/UAF1 (human) deubiquitinase inhibition | O94782 | recombinant USP1/UAF1, Ub-Rhodamine cleavage fluorescence | Potency, µM (series often up to 57.1 µM), for inactives: at the top dose activity change, negative = inhibition, most hits filed as inhibitors | hit rate 0.23% among 390,000 | AID 743255; note: potency is the fitted concentration of half-maximal effect; % is set by controls: 0 for no effect and ±100 for the full control effect; nearly all actives have a fitted effect of over 60% in size; inactives centre near -12
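USP1/UAF1 complex at 1 nM was preincubated with compound for 15 min at room temperature, then Ub-Rho substrate (150nM final) was added. Fluorescence (480/540 nm) was read kinetically, 6 reads every 60 seconds.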
TRHR agonist: activates the human TRH receptor. activation, % at 2 µM. hit rate 0.18% among 360,000. TRHR cells, calcium flux fluo-8, FDSS agonist mode. AID 493084; in the data active = activation above about 30%; note: 0% is about no effect
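In this calcium-flux screen, cells bearing human TRHR are dye-loaded with fluo-8, baselined for 10 cycles, then exposed to library compounds; positive kinetic calcium responses during the agonist phase mark hits, with TRH as control.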
D2 ag: activates the human D2 dopamine receptor; HEK293 T-REx D2 cells, calcium flux agonist mode; P14416; activation, % at 2 µM; AID 485358; hit rate 0.53% among 340,000;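 active = activation over 3 SD above normal in the single-dose calcium agonist read, cut at about 30% in these data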; note: 0% is about no effect
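In this primary screen, compounds producing a positive calcium signal within 180 s of addition to tetracycline-induced, force-coupled HEK293 Trex D2 cells are flagged; cells are dye-loaded with a no-wash calcium kit beforehand.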
PI4K2A inh: blocks human PI4K2A kinase activity | activity change, negative = inhibition, % at 76.9 µM | hit rate 0.13% among 420,000 | purified PI4K2A, ADP-Glo luminescence, 1 h; hits give low values | AID 1346378; in the data active = activity change below about -50%; inconclusive = mostly about -30% to -49%;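 note: -100% = wells without enzyme as full effect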
Target sequence (Q9BTU6 whole entry, looked up): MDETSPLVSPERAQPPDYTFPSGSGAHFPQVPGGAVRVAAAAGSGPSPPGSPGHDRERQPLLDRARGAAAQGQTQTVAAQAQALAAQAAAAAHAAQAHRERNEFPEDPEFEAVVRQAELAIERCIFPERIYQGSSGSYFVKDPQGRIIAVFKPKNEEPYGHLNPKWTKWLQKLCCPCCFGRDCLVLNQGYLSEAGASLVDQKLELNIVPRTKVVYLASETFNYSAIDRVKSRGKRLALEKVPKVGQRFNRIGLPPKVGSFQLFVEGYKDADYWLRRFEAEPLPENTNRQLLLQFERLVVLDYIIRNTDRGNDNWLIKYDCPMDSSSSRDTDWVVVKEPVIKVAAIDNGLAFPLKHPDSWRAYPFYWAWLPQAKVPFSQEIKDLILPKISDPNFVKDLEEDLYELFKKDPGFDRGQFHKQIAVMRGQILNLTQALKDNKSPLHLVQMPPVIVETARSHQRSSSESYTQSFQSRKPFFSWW
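PI4K2A activity was measured by ADP-Glo luminescence: enzyme (4 ug/mL stock) and phosphatidylinositol (1.2 mM stock) in Tris pH 7.5/MgCl2/EGTA/Triton X-100 buffer were reacted with ATP (300 microM stock) for one hour at ambient temperature.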
Starred values were filed as active, the others as inactive; ? = inconclusive; . = no result given; & = joins results of further samples; [ ] = dose if it differs, or a comment. Unless noted, calls come from the whole dose curve; as a rule, active = well fitted inhibition curve with a large enough effect; inconclusive = small, poorly fitted or top-dose-only effect; inactive = no such curve, though single readings can be large or run the other way. An unsorted share of the library. Share with any hit: about 3.9%.

SMILES	TrxR1 inh	mIDH1 inhibitor	TrxR1 substrate	D2 antag	TRHR enhancer	USP1-UAF1 inh	TRHR agonist	D2 ag	PI4K2A inh
CCOC(=O)c1ccc(Nc2nc(C)nc3c2nnn3Cc2ccccc2)cc1	67%[activator]	-5%	72%[activator]	-9	-8	-20%	0.4	0.5	-4
COc1ccc(CNC(=O)CS(=O)Cc2nc(-c3cccc(C)c3)oc2C)cc1 (stereo not given)	-11%	-5%	-1%	.	0	-17%	0.3	-0.7	-2
Cc1ccccc1-c1cc2nc(-c3ccc([N+](=O)[O-])cc3)cc(=O)n2[nH]1	-6%[57.1 µM]	10%	-6%[57.1 µM]	-14	5	-18%	0.1	-0.1	-4
CN1CCN(C(=O)C2=C[C@@H](c3ccc(C(F)(F)F)cc3)C[C@@H](OCCCCO)O2)CC1	-5%	15%	4%	-21	-1	?	-0.1	-0.7	0
CCOC(=O)c1c(C)nc2c(c1-c1ccc(OC)c(OC)c1)C(=O)c1ccccc1-2	20%	6%	8%	3	1	-34%	-0.2	-1.3	-1
O=C(CCC1CCCCC1)Nc1nccs1	-3%	6%	-7%	43*	-5	4%	0.4	-0.1	-14
Cc1cccc(NC(=O)COc2ccc(/C=C\c3[nH]c(=O)[nH]c(=O)c3[N+](=O)[O-])cc2)c1	-15%[57.1 µM]	52µM*	-5%[57.1 µM]	-1	-3	?	0.5	0.4	-6
COc1ccc(Nc2ncc3c(n2)CCN(Cc2cc(Br)cs2)C3)c(OC)c1	4%[57.1 µM]	.	-4%[57.1 µM]	.	-4	11%	0.5	-1.4	2
CCCCOC(=O)c1ccc(Nc2nc3ccc(C)cc3n3cnnc23)cc1	14%	-10%	7%	.	-9	-24%	0.1	0.2	0
O=C(C=Cc1cccs1)c1ccc(Cl)s1	?	7%	-18%	.	.	-15%	.	.	10
Cc1c(NC(=O)COC(=O)c2ccccc2Cl)c(=O)n(-c2ccccc2)n1C	21%[57.1 µM]	0%	4%[57.1 µM]	5	-4	-9%	-0.2	2.5	4
Cc1cccc(C)c1NC(=O)CNC(=O)c1ccccc1OCc1ccccc1	30%	3%	9%	0	-3	-24%	-0.2	0.0	0
NS(=O)(=O)c1ccc(CCNC(=O)c2ccc3nc(Cc4ccccc4)oc3c2)cc1	42%[activator][57.1 µM]	-5%	12%[57.1 µM]	.	3	-26%	0.5	-0.3	-4
Cc1ccccc1C(=O)Nc1nnc(SCc2cc(=O)n3ccccc3n2)s1	15%[57.1 µM]	-11%	4%[57.1 µM]	.	-3	-1%	0.3	0.4	-4
O=C(COC(=O)CNC(=O)c1ccccc1)Nc1ccccc1Cl	0%[57.1 µM]	-11%	-6%[57.1 µM]	-25	1&-1	-14%	-2.0&0.8	9.1	-1
COc1ccc(CN2CCN(C(=O)c3ccccc3C(=O)c3ccccc3)CC2)cc1OC	-12%	0%	-5%	.	.	-8%	.	.	8
O=C(COC(=O)c1ccc(F)cc1)Nc1ccc2c(c1)OCO2	6%	6%	-1%	.	.	2%	.	.	-5
O=C(C1CCN(S(=O)(=O)c2cccc3nsnc23)CC1)N1CCc2ccccc2C1	-2%	4%	-3%	-1	-4	-6%	-0.9	1.4	-6
Cc1nc2n(n1)C(c1ccccc1)C1=C(CC(c3ccco3)CC1=O)N2 (stereo not given)	21%[57.1 µM]	5%	9%[57.1 µM]	-5	5	-4%	0.0	1.1	-6
CCCSc1oc(-c2ccco2)nc1S(=O)(=O)c1ccc(C)cc1	-11%	0%	-1%	14	-6	-20%	0.3	0.3	-2
Cc1cc(C)n(CC(=O)c2ccc(Br)cc2)c(=O)c1C#N	4%	13%	2%[57.1 µM]	3	0	0%	0.4	0.2	0
CCOc1ccccc1C(=O)Oc1cc(C)[nH]c(=O)c1[N+](=O)[O-]	19%	0%	5%	-16	1	-26%	-0.4	-0.7	0
O=C(CSc1nnnn1-c1ccccc1)N1CCc2ccccc21	-1%	7%	3%	20	3	-14%	-0.7	0.5	-1
Cc1ccc(C(=O)NCC(=O)Nc2ccncc2)cc1	29%	18%	11%	6	17	-24%	0.3	0.4	1
Cc1ccc(CN2CCN(C3CCN(C(=O)Nc4ccc(C)cc4Cl)CC3)C(=O)C2=O)cc1	13%[57.1 µM]	0%	-5%[57.1 µM]	.	18	?	-0.3	0.3	5
Cc1cccn2c(=O)c3cc(C(=O)NCC4CCCO4)c(=N)n(CC4CCCO4)c3nc12 (stereo not given)	-20%	0%	.	-19	1	-8%	0.0	1.0	5
Clc1ccc(OCc2nc(-c3ccccn3)no2)c(Br)c1	7%	3%	0%	-12	8	?	0.0	-1.1	-5
Cc1cc(NC(=O)CSc2nc3c(c(=O)n2-c2ccc(Br)cc2)SCC3)no1	3%	12%	10%	-16	0	-9%	0.1	0.6	-1
CCCN(C(=O)c1ccccc1Cc1ccccc1)C1CCS(=O)(=O)C1 (stereo not given)	10%	9%	7%	.	-1	-16%	-0.3	.	2
COc1cccc(S(=O)(=O)NCc2ccc(C(=O)N3CCN(Cc4ccccc4)CC3)cc2)c1	6%	-4%	1%	-8	-1	-11%	0.4	-0.2	7

3 entries already listed, ordered by their value in TRHR agonist, highest first.
compound	TRHR agonist
COc1cccc(S(=O)(=O)NCc2ccc(C(=O)N3CCN(Cc4ccccc4)CC3)cc2)c1	0.4
Cc1cc(NC(=O)CSc2nc3c(c(=O)n2-c2ccc(Br)cc2)SCC3)no1	0.1
O=C(CSc1nnnn1-c1ccccc1)N1CCc2ccccc21	-0.7

The list goes on:
SMILES	TrxR1 inh	mIDH1 inhibitor	TrxR1 substrate	D2 antag	TRHR enhancer	USP1-UAF1 inh	TRHR agonist	D2 ag	PI4K2A inh
O=C(Cc1ccc([N+](=O)[O-])cc1)NNC(=O)c1ccc2c(c1)OCO2	26%	0%	-2%	24	5	-14%	-1.1	-0.5	-5
O=C(CCN1CCOCC1)NNC(=O)/C(=C/c1ccccc1)NC(=O)c1ccccc1	-3%[57.1 µM]	0%	4%[57.1 µM]	7	2	-7%	0.9	-0.1	-2
Cc1ccc(OCC(=O)NNC(=O)C2CCCO2)c(C)c1 (stereo not given)	13%[57.1 µM]	6%	-7%[57.1 µM]	-15	0	-7%	0.3	0.8	-1
Cc1ccc(Cc2nnc(SCC(=O)Nc3ccccc3Cl)[nH]c2=O)cc1	-3%	0%	-2%	.	14	-10%	0.1	.	0
CCn1c(N)c(C(=O)NCc2cccnc2)sc1=S	6%	16%	-4%	-7	-2	-17%	0.3	-0.2	14
CSc1ccc(CCNC(=O)c2ccc(-c3nc(COc4ccc(C)cc4)c(C)o3)cc2)cc1	20%	-7%	1%	.	-1	-11%	-0.2	0.0	-2
CCCC(CCC)=NNC(=O)CN(Cc1ccccc1)S(=O)(=O)c1ccccc1	3%	2%	-7%	-7	-3	-16%	-0.5	-0.8	0
CC1CCN(C(=O)CSc2nnc(-c3ccncc3)n2C)CC1	6%[57.1 µM]	4%	4%[57.1 µM]	-3	-2	-1%	-0.5	-0.5	-1
COc1ccc([C@H]2CC(=O)C=C(c3ccc(OC(F)(F)F)cc3)C2)cc1	16%[57.1 µM]	0%	-3%[57.1 µM]	10	3	-23%	0.6	1.0	3
CC(C)CC1NC(=O)c2ccccc2-n2c1nc1ccc(F)cc1c2=O (stereo not given)	.	.	.	2	7	.	-0.2	-0.4	.
COc1ccc(CCN2C(=O)N(c3ccc(F)cc3)C(=O)C2CC(=O)Nc2ccccc2)cc1 (stereo not given)	8%	-4%	-8%	.	-6	-27%	-0.2	0.2	-1
CCCn1cc(S(=O)(=O)c2cccc(Cl)c2)c(=O)c2cc(F)c(N3CCCC3)cc21	70%[activator]	-17%	92%[activator]	.	6	-24%	-0.1	-1.9	3
CC(=O)NC(CC(=O)Nc1nccs1)c1ccccc1 (stereo not given)	10%	-10%	1%	7	2	-6%	-0.5	0.1	2
COC(=O)c1cccc(C23CC4(C2)[C@H](CN(Cc2ccc(C(F)(F)F)cc2)[C@@H]4c2ccccc2)C3c2ccc(C(F)(F)F)cc2)c1 (stereo not given in full)	7%	4%[38.3 µM]	-7%	6	0	-14%	-0.1	0.7	-2
Cc1ccc(C)c(NC(=O)CSc2nc(=O)n(Cc3ccncc3)c3c2CCC3)c1	7%[57.1 µM]	7%	6%[57.1 µM]	.	-2	-23%	-0.1	0.7	-8
CC(C)CCOP(=O)(c1ccc(N(C)C)cc1)C(O)c1ccccn1 (stereo not given)	-15%	10%	-9%	-5	5	-2%	0.0	0.5	1
Cc1cc(CNC[C@H]2O[C@@H](n3cnc(C(N)=O)n3)[C@H](O)[C@@H]2O)c(C)n1-c1cccnc1	?	-6%	-4%	.	.	-8%	.	.	-20
COc1cccc(S(=O)(=O)NCC(=O)Nc2ccc(C(C)(C)C)cc2)c1	-5%	1%	-13%	2	-4	-20%	0.0	0.4	-3
Cc1ccc(-c2noc(CCC(=O)NCc3ccc4c(c3)OCO4)n2)cc1	12%[57.1 µM]	12%	-6%	.	-1	-14%	0.0	.	7
CCc1ccc(C(C(=O)NC2CCCC2)N(C(=O)c2csnn2)C2CC2)cc1 (stereo not given)	15%[57.1 µM]	1%	-8%	30	0	-17%	0.0	-0.3	-3
Cc1cc(NS(=O)(=O)c2ccc(NC(=O)C(C)Oc3cc(C)c(Cl)c(C)c3)cc2)no1 (stereo not given)	14%	-7%	8%	-2	0	-12%	-0.5	-2.0	0
COc1ccc(CSc2nc3ccncc3n2CC(=O)Nc2cc(C)cc(C)c2)cc1	3%	0%	1%	.	-1	-8%	1.1	1.3	-2
CC1(C)CC(NC(=O)COc2cc3oc(=O)c4c(c3cc2Cl)CCC4)CC(C)(C)N1	16%	6%	9%	.	26	-19%	0.1	.	1
Cc1cc(C)c(C#N)c(SCC(=O)NC(C)(C)C)n1	26%	14%	7%	-7	1	-11%	0.0	-0.2	2
O=C(N/N=C/c1ccccc1Cl)c1ccc(F)cc1	17%	0%	6%	-12	-3	-14%	-0.4	0.4	-2

Compound activity: PubChem, National Center for Advancing Translational Sciences (NCATS)
